From PubChem BioAssay
Pol eta inh = qHTS for Inhibitors of Polymerase Eta. recombinant Pol eta, fluorescent DNA replication assay. DNA polymerase eta (Homo sapiens), Q9Y253. hit rate 1.2% among 390,000. AID 588591, 2011. Potency, µM (titrated, usually from 114 µM), without a hit: at the highest dose activity change, negative = inhibition, usual class: inhibitors; also: potency is read from the fitted curve at half-maximal effect; % is scaled to controls: 0 for no effect and ±100 for the full control effect
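Pol eta at 10 nM preincubated with compounds 15 min at room temperature; reaction started with fluorescent substrate (50 nM final) and read kinetically at 0 and 10 min.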
ERG Ets-DNA blk = qHTS for Small Molecule Inhibitors of the ERG Ets/DNA interaction; Transcriptional regulator ERG (Homo sapiens), P11308; fluorescence polarization, His-ERG Ets domain / labelled DNA; Potency, µM (series often up to 76.9 µM), for the others: at the top dose FP activity, negative = inhibition, usual class: inhibitors; hit rate 0.028% among 370,000; active = well fitted inhibition curve with a large enough effect in the polarisation, with a control signal flat; inconclusive = small, poorly fitted or top-dose-only effect, or effect the other way, or a change in a side signal; inactive = no such curve, though single readings can be large or run the other way; the % refers to the polarisation;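 also: polarization taken with two DNA probes labelled with fluorescein and Texas red; potency is read from the fitted curve at half-maximal effect; % of control where 0% means no effect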
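His-tagged ERG Ets domain (1 uM in the protein solution; 300mM KCl, 50mM Tris-HCl, 1mM EDTA, 1mM DTT, pH 7.5) received compound, then a probe mix of 5 nM fluorescein-DNA and 100nM Texas-615-DNA. Fluorescence polarization was read for both dyes.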
RGS4 inhibitor = Inhibitors of Regulator of G Protein Signaling (RGS) 4: qHTS; Regulator of G-protein signaling 4 (Homo sapiens), P49798; Transcreener GDP fluorescence polarization, RGS4-accelerated GTP hydrolysis; Potency, µM (series often up to 114 µM), for inactives: at the top dose activity change, negative = inhibition, actives largely listed as inhibitors; hit rate 0.039% among 390,000; AID 504845, 2011; also: potency is read from the fitted curve at half-maximal effect; % is scaled to controls: 0 for no effect and ±100 for the full control effect; nearly all actives have a fitted effect of over 75% in size; some results filed as inactive show a strong effect at the top dose
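MLSMR compounds (23 nl, pin-transferred) preincubated 10 min at room temperature with a 500nM (2x) first reagent, then RGS4 at 900nM (2x) plus Transcreener GDP mix added; fluorescence polarization (620/688 nm) read before and after 90 min at 30 °C.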
12-LOX inh = Primary qHTS assay for inhibitors of human arachidonate 12S-lipoxygenase (ALOX12): Round 2. Polyunsaturated fatty acid lipoxygenase ALOX12 (Homo sapiens), P18054. purified 12hLO, xylenol orange hydroperoxide absorbance. Potency, µM (top dose mostly 108 µM), for the others: top-dose activity change, negative = inhibition, usual class: inhibitors. hit rate 1.1% among 580,000; also: potency is read from the fitted curve at half-maximal effect; % is scaled to controls: 0 for no effect and ±100 for the full control effect
Target sequence (P18054 whole entry, looked up): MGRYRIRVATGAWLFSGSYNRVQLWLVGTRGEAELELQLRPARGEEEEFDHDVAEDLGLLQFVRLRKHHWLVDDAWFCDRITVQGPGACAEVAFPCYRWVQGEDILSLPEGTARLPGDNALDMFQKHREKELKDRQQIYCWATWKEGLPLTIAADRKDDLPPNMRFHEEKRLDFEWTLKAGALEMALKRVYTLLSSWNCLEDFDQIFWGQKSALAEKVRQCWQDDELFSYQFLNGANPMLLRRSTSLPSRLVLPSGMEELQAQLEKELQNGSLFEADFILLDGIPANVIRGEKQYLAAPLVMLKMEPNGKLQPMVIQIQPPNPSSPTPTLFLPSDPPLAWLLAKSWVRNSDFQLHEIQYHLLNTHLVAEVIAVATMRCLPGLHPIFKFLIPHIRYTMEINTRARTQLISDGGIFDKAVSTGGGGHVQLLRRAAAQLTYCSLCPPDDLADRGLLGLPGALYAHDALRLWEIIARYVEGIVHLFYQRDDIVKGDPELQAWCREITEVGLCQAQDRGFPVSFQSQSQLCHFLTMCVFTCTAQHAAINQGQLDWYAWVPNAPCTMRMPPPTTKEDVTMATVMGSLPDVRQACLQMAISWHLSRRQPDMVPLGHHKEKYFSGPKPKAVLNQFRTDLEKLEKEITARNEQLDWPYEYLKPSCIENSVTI
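Hydroperoxide product was detected by ferrous iron/xylenol orange as the 573 to 405 nm absorbance ratio. Arachidonic acid at 40 uM (final) was turned over for 30 min at room temperature by 150 nM human 12hLO, pH 7.0 Hepes buffer, after 15 min compound preincubation.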
APEX1 inh = qHTS Assay for Inhibitors of the Human Apurinic/apyrimidinic Endonuclease 1 (APE1) | DNA repair nuclease/redox regulator APEX1 (Homo sapiens), P27695 | recombinant APE1, TAMRA/BHQ-2 abasic DNA cleavage fluorescence | Potency, µM (highest dose often 65.8 µM), for inactives: at the highest dose activity change, negative = inhibition, most hits filed as inhibitors | hit rate 0.35% among 350,000;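 also: potency is read from the fitted curve at half-maximal effect; plate controls were vehicle for no effect and reference inhibitor for full effect; nearly all actives have a fitted effect of over 55% in size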
Target sequence (P27695 whole entry, looked up): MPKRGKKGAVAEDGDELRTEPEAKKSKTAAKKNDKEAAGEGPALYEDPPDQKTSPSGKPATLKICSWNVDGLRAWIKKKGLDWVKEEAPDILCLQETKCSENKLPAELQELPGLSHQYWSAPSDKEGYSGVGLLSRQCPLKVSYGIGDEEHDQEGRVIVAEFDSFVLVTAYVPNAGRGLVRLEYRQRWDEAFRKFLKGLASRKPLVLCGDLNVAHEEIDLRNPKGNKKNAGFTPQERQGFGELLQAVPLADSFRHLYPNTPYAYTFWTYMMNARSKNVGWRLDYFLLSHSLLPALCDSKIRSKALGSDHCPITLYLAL
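0.75 nM APE1 + cpd, 15 min RT; start w/ 50 nM TAMRA/BHQ-2 THF-abasic dsDNA; kinetic fluor 525/598 nm ×3 reads @60 s; Δ(read3−read1); normalized to DMSO and NSC13755 control wells.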
POLB inh = qHTS Assay for Inhibitors of DNA Polymerase Beta | P06746 | Pol beta primer extension/strand displacement, fluorescence kinetic | Potency, µM (series often up to 114 µM), without a hit: at the highest dose activity change, negative = inhibition, hits mostly inhibitors | hit rate 1.3% among 340,000; also: potency is read from the fitted curve at half-maximal effect; % is scaled to controls: 0 for no effect and ±100 for the full control effect
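Values derive from four-parameter Hill fits of normalized kinetic data: reads at 0 and 10 min following addition of 50 nM substrate to 10 nM Pol beta preincubated 15 min with compound.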
Apoferritin bind = qHTS Assay for Identification of Novel General Anesthetics; hit rate 0.074% among 350,000; apoferritin/1-aminoanthracene competitive binding, fluorescence; Potency, µM (highest dose often 77.5 µM), for the others: at the highest dose activity change, negative = displacement, most hits filed as inhibitors; Ferritin light chain (Equus caballus), P02791; also: potency is read from the fitted curve at half-maximal effect; % is scaled to controls: 0 for no effect and ±100 for the full control effect; nearly all actives have a fitted effect of over 20% in size
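In PBS, apoferritin at 10 uM is loaded with 1-AMA from a 50% saturated solution. After 10 min of compound exposure at ambient temperature, reduced 535 nm fluorescence indicates probe displacement.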
Pol kappa inh = qHTS for Inhibitors of Polymerase Kappa; DNA polymerase kappa (Homo sapiens), Q9UBT6; Potency, µM (doses to about 107 µM), without a hit: at the top dose activity, negative = inhibition, usual class: inhibitors; hit rate 0.53% among 400,000; purified Pol kappa, fluorescent DNA synthesis assay, 10 min; also: potency is read from the fitted curve at half-maximal effect; % is scaled to controls: 0 for no effect and ±100 for the full control effect
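First, compounds were pin-transferred onto 10 nM Pol kappa. After 15 min at room temperature, substrate was added to 50 nM final. Fluorescence was then measured kinetically at 0 and 10 min.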
LDHA inh = qHTS assay for inhibitors of human lactate dehydrogenase; purified LDHA, NADH/diaphorase-resazurin fluorescence; stronger effect = lower value; activity change, % (values are at about 110 or 230 µM); AID 1347041, 2019; L-lactate dehydrogenase A chain (Homo sapiens), P00338; hit rate 0.15% among 480,000; in the data active = activity change below about -30%; inconclusive = mostly about -25% to -30%;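 also: plate controls were DMSO wells for no effect and wells without enzyme for full effect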
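Remaining NADH was detected by diaphorase (0.133 mg/mL) converting 37 µM resazurin to fluorescent resorufin, read at 0 and 20 minutes. The preceding 5-minute room-temperature reaction used 2 nM LDHA, 0.2 mM sodium pyruvate and 0.06 mM NADH at pH 7.4.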
* hit, by the source's call; i = inactive; ? = inconclusive; nt = no result given; & = joins results of further samples; [ ] = dose if it differs, or a comment. Unless noted, calls follow the shape of the dose curve; as a rule, active = well fitted curve in the direction sought with a large enough effect; inconclusive = small, poorly fitted or top-dose-only effect, or another doubt; inactive = no such curve, though single readings can be large; an effect the other way counts as inactive or inconclusive.

[1] COc1ccc(-c2nc(C#N)c(NC(C)C)o2)cc1
[2] Cc1nc2oc3ccccc3c(=O)c2cc1C(=O)O
[3] Cc1cccc(NC(=O)[C@@H]2CCCN2C(=O)OC(C)(C)C)c1
[4] COc1ccc(NC(=O)CN(C)C(=O)C(CCSC)NC(=O)c2ccccc2)cc1 (centres undefined)
[5] COc1ccc(C(C)=O)c(Oc2ccc(S(=O)(=O)N3CCOCC3)cn2)c1
Assay by compound | 1 | 2 | 3 | 4 | 5
Pol eta inh | -1% | -11% | -7% | ? | -2%
ERG Ets-DNA blk | nt | 10% | -1% | -7% | -3%
RGS4 inhibitor | -11% | 6% | 9% | 5% | 16%
12-LOX inh | -6%&-10% | -6% | -7% | 8% | ?
APEX1 inh | 8% | 20% | 19% | 0% | 47%
POLB inh | -1% | 29% | 20% | 59% | nt
Apoferritin bind | -10% | 3% | -9% | -9% | nt
Pol kappa inh | -3%[60.1 µM] | -21% | -9% | -16% | -15%
LDHA inh | 7&-3 | -9 | -18 | -10 | 2

[6] O=[N+]([O-])c1ccc(-n2nnnc2CN2CCOCC2)cc1
[7] CCSc1ccc2nnc(-c3cccs3)n2n1
[8] O=[N+]([O-])c1cc([N+](=O)[O-])c2c(=Nc3ccccc3)n(-c3ccccc3)n(O)c2c1
[9] Cc1cc2c(=O)[nH]c(Cc3ccccc3)nc2s1
[10] COc1cccc(-c2nc(CS(=O)(=O)CC(=O)N3CCOCC3)c(C)o2)c1
Assay by compound | 6 | 7 | 8 | 9 | 10
Pol eta inh | -11% | 11% | -27% | -16% | -8%
ERG Ets-DNA blk | -3% | 4% | 11% | 1% | -3%
RGS4 inhibitor | 10% | 21% | -14% | 8% | 7%
12-LOX inh | 3% | ? | 0% | -7% | -2%&-12%
APEX1 inh | -6% | -3% | -8% | 0% | -4%
POLB inh | 1% | -4% | -7% | -12% | 10%
Apoferritin bind | -4% | -14% | ? | -16% | 1%
Pol kappa inh | 1% | -7% | -9% | -7% | -15%
LDHA inh | -13 | -6 | 16 | -6 | 0&5

[11] COc1ccc(CCNc2ccc(C)cc2)cc1
[12] COc1ccc(NC(=O)CN2C(=O)/C(=C3\SC(=S)N(CCC(=O)O)C3=O)c3ccccc32)cc1
[13] COc1ccccc1/C=C/c1nc(C#N)c(N2CCN(C)CC2)o1
[14] CC(C)n1cc(-c2nc(C(=O)NN)cs2)c(=O)n(Cc2ccccc2)c1=O
[15] O=C(Nc1cccc([N+](=O)[O-])c1)C1CCN(C(=O)Cc2ccccc2)CC1
Assay by compound | 11 | 12 | 13 | 14 | 15
Pol eta inh | -10% | ? | -16% | 5% | -1%
ERG Ets-DNA blk | -9% | 67%[activator] | -1% | 6% | 3%
RGS4 inhibitor | -4% | -10% | 13% | 9% | -12%
12-LOX inh | -13% | nt | ? | 177%[activator] | i
APEX1 inh | 7% | 34% | nt | 0% | 27%
POLB inh | 16% | 1% | 17% | -2% | -2%
Apoferritin bind | ? | ? | 386%[activator] | -12% | -18%
Pol kappa inh | 5% | -9% | -8% | 1% | -5%
LDHA inh | 1 | -5 | -9&-5 | -8 | 0

[16] O=C(Cn1c(=O)oc2cc(S(=O)(=O)NCc3ccccc3)ccc21)NCc1ccccc1Cl
[17] CCOc1ccc(Cc2nnc(SCC(=O)Nc3ccc(OC)cc3)n(N)c2=O)cc1
[18] C=CCn1c(SCC(=O)c2cc(C)n(C)c2C)nnc1-c1ccncc1
[19] Cc1ccc(N2C(=O)c3ccccc3C2C(=O)c2ccc(C)c(C)c2O)cc1 (centres undefined)
[20] Cc1sc2ncn(CC(=O)OCC(=O)NC(C)(C)C)c(=O)c2c1C
Assay by compound | 16 | 17 | 18 | 19 | 20
Pol eta inh | -10% | -11% | 1% | -5% | 3%
ERG Ets-DNA blk | 3% | 6% | 8% | -12% | -7%
RGS4 inhibitor | 4% | -29% | -21% | -4% | 6%
12-LOX inh | -11% | 12% | i | ? | -7%
APEX1 inh | nt | 2% | 0% | -8% | 0%
POLB inh | ? | nt | 1% | -22% | 2%
Apoferritin bind | -2% | nt | -9% | 3% | -15%
Pol kappa inh | -11%[60.1 µM] | 2% | -1% | -14% | -10%
LDHA inh | -13 | -4 | -5 | 21 | -8

[21] CN(C)c1nc(NN)nc(Nc2ccc(F)cc2)n1
[22] CCOc1ccc(C(C)=O)cc1COC(=O)c1cccnc1SC
[23] COc1ccc(OC)c(CNC(=O)c2cc(-c3ccc(Cl)s3)nc3ccccc23)c1
[24] Cc1ccc(OCCCC(=O)Nc2sc3c(c2C(N)=O)CCC(C)C3)cc1 (centres undefined)
[25] O=C(OCC(=O)N1CCCc2ccccc21)c1cc(S(=O)(=O)N2CCOCC2)ccc1F
Assay by compound | 21 | 22 | 23 | 24 | 25
Pol eta inh | -3% | -20% | -18% | -13% | -13%
ERG Ets-DNA blk | -1% | -3% | 10% | 3% | -1%
RGS4 inhibitor | 26% | -11% | 14% | -38% | -1%
12-LOX inh | 2% | 1% | -13% | -18% | -23%
APEX1 inh | 66%[activator] | ? | nt | nt | -8%
POLB inh | 19% | -17% | 25% | 0% | nt
Apoferritin bind | -3% | ? | 3% | -3% | nt
Pol kappa inh | -6% | -8% | -19% | 9% | -7%
LDHA inh | -4 | -7 | -2 | -7 | -8

Entries of single compounds as entered above.
Record of Cc1ccc(OCCCC(=O)Nc2sc3c(c2C(N)=O)CCC(C)C3)cc1 (centres undefined) = Pol eta inh = -13%; ERG Ets-DNA blk = 3%; RGS4 inhibitor = -38%; 12-LOX inh = -18%; APEX1 inh = nt; POLB inh = 0%; Apoferritin bind = -3%; Pol kappa inh = 9%; LDHA inh = -7
Record of COc1ccc(OC)c(CNC(=O)c2cc(-c3ccc(Cl)s3)nc3ccccc23)c1 = Pol eta inh = -18%; ERG Ets-DNA blk = 10%; RGS4 inhibitor = 14%; 12-LOX inh = -13%; APEX1 inh = nt; POLB inh = 25%; Apoferritin bind = 3%; Pol kappa inh = -19%; LDHA inh = -2

(cont.)
[26] CCCn1nnc(NC(=O)C(C)Oc2ccc(Cl)cc2Cl)n1 (centres undefined)
[27] COc1cc(C(=S)N2CCOCC2)ccc1OS(=O)(=O)c1ccccc1[N+](=O)[O-]
[28] Cc1cc(N2C(=O)CCC2=O)ccc1NC(=O)c1cccs1
[29] CC(=O)Nc1nnc(SCC(=O)c2ccc(F)cc2)s1
[30] COc1cccc(NC(=O)Cc2ccc(NC(=O)N3CCCCc4ccccc43)cc2)c1
Assay by compound | 26 | 27 | 28 | 29 | 30
Pol eta inh | -7% | -19% | -7% | -1% | -3%
ERG Ets-DNA blk | 4% | 1% | 9% | 20% | 2%
RGS4 inhibitor | -10% | -41% | -20%[11.4 µM] | -20% | 3%
12-LOX inh | -9% | -17% | -11% | 1% | -26%
APEX1 inh | 11% | -2% | 2% | 0% | nt
POLB inh | -4% | -7% | 10% | 2% | 0%
Apoferritin bind | -3% | 2% | -11% | ? | ?
Pol kappa inh | 6% | -4% | -3% | -7% | -9%[60.1 µM]
LDHA inh | -8 | -3 | 2 | -2 | -1

[31] CCOC(=O)COc1ccc(Br)cc1/C=C\c1[nH]c(=O)[nH]c(=O)c1[N+](=O)[O-]
[32] CCOc1ccc(C(=O)COc2ccc(NC(C)=O)cc2)cc1
[33] COc1ccc(-c2cc3nc(C)c(CCC(=O)NCc4ccc(F)cc4)c(C)n3n2)c(OC)c1
[34] COc1ccc(-c2sc3cc4c(cc3c2C#Cc2cncn2C)OCO4)cc1
[35] COc1ccccc1CNC(=O)N1CCN(S(=O)(=O)c2ccc(Cl)cc2)CC1
[36] C/C(CC(=O)Nc1ccc(Cl)c(C(F)(F)F)c1)=N\NC(N)=S
[37] CCn1cc(C(=O)NCc2ccc(C)cc2)c(=O)c2cc(S(=O)(=O)N(C)C)ccc21
[38] CCC(CC)N1CCN(S(=O)(=O)c2ccc(OC)cc2)CC1
Assay by compound | 31 | 32 | 33 | 34 | 35 | 36 | 37 | 38
Pol eta inh | 13µM* | -14% | -22% | -1% | -19% | -15% | -8% | 1%
ERG Ets-DNA blk | 6% | 3% | -1% | 6% | -4% | -8% | 3% | 15%
RGS4 inhibitor | ? | -14% | 4% | 6% | 2% | ? | 20% | -10%
12-LOX inh | -14% | -17%&-2% | 2%&-10% | 6% | ? | ? | ? | ?
APEX1 inh | -4% | -4% | -2% | 4% | 24% | 2% | -2% | 3%
POLB inh | ? | -4% | -12% | nt | 86% | -4% | 8% | -11%
Apoferritin bind | -17% | -22% | -5% | nt | -1% | -16% | 4% | -13%
Pol kappa inh | -4% | 0% | -3% | -15% | 7% | 1% | -1% | -14%
LDHA inh | -7 | -7&-4 | 14&-10 | -7 | -3 | -4 | -1 | -17

Only part of the results is shown; rates above refer to the full screens.
